Screening data from PubChem BioAssay.
S1P4 ag: human S1P4 receptor agonism. S1P4-expressing cell line, agonist reporter assay. activation, % at 4.98 µM. 0.35% of 220,000 active; in the data active = activation above about 11%;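 note: 0% = DMSO vehicle and 100% = reference agonist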
Target sequence (O95977 whole entry, looked up): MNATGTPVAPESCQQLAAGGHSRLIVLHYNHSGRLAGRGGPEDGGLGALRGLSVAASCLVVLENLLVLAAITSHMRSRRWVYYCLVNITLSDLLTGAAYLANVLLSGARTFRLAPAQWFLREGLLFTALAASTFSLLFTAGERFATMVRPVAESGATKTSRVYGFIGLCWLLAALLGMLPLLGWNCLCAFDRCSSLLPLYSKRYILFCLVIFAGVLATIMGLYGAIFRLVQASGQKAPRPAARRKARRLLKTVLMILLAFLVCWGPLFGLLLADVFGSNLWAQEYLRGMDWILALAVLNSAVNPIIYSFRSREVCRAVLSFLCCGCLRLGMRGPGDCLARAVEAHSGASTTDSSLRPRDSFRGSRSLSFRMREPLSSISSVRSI
S1P4 antagonist: blocks the human S1P4 receptor; inhibition, % at 4.98 µM; 0.26% of 220,000 active; S1P4-expressing cells, antagonist mode, reporter read-out; O95977; in the data active = inhibition above about 29%;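 note: 0% = wells stimulated with agonist and 100% = vehicle wells without agonist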
MDM2 E3 inh: Mdm2 E3 ligase (human) inhibition; signal enhancement, % at 5 µM; cell-based MDM2 ubiquitination luciferase reporter, 2 h; 0 = plate control, 100 = twice control, blank-subtracted; 0.11% of 210,000 active; Q00987;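 active = signal enhancement of 30% or more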;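 note: luminescence tracks abundance of the self-degrading MDM2-luciferase fusion protein; higher signal means inhibition of MDM2 E3 ligase activity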
Target sequence (Q00987 whole entry, looked up, the tested form may be a part): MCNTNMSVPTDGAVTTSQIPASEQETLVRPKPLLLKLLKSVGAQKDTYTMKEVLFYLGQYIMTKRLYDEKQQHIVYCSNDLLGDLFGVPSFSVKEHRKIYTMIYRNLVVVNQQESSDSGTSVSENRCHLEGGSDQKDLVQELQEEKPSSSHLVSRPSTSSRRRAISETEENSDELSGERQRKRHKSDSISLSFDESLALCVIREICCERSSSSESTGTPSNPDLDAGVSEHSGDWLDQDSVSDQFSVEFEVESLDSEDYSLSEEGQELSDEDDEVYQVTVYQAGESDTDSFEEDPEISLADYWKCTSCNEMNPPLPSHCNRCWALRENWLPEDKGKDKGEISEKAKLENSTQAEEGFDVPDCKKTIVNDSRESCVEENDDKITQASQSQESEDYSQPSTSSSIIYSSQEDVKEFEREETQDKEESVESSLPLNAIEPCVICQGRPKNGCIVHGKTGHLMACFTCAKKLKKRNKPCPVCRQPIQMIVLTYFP
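Material: stable MDM2–luciferase fusion reporter cells / Quantity: 2000 cells/well / Dosing: single 5 µM compound dose, 0.2% final DMSO / Buffer or medium: DMEM / Schedule: 4 h cell settling then 2 h compound exposure, 37 °C / Detection: luminescence with SteadyLite reagent, 15 min at room temperature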
Wee1 stabilizer: inhibitors of human Wee1 degradation; P30291; HeLa Luc-Wee1K328M stability, luciferase luminescence; 100% = proteasome inhibitor MG132 effect; reporter increase, % at 5 µM; 1.2% of 220,000 active; AID 1321;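 active = activation above the mean of all tested compounds plus 3 SD, set per screening run, cut at about 8.8% in these data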;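 note: cells exposed to compound for 20 h before luminescence read; 0% = DMSO alone and 100% = MG132 at 30 µM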
PERK inh: blocks human PERK kinase | Q9NZJ5 | CHO PERK-DD fusion, SEAP luminescence translation reporter | 0.17% of 220,000 active | inhibition, % at 5.6 µM | AID 1416;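 active = inhibition above the mean inhibition of all tested compounds plus 3 SD, set separately per screening campaign, cut at about 2.9% in these data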;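 note: PERK kinase domain activated by AP20187 dimerizer at 100 nM; 0% = DMSO with dimerizer and 100% = rapamycin at 8.4 µM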
Ba/F3 V617F tox: loss of viability in JAK2V617F-driven Ba/F3 cells. Ba/F3 EpoR-JAK2V617F viability, ATP luminescence. 1.1% of 220,000 active. inhibition, % at 5.6 µM. AID 1446;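 active = inhibition above the campaign mean plus 3 SD over all tested compounds, cut at about 24% in these data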;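 note: cytokine-independent growth of Ba/F3 cells driven by EpoR plus mutant JAK2; 0% = DMSO-treated cells and 100% = JAK inhibitor I control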
BaF3 parental: reduces parental Ba/F3 cell viability, JAK2V617F counter-screen | 1.1% of 220,000 active | inhibition, % at 5.6 µM | CellTiter-Glo ATP luminescence;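 active = inhibition above a per-campaign cutoff, the mean inhibition of all tested compounds plus 3 SD, cut at about 27% in these data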;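 note: 0% = DMSO wells and 100% = JAK Inhibitor I control wells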
NPY-Y2 PAM-ag: potentiators or agonists of human neuropeptide Y receptor Y2 | 0.45% of 220,000 active | cells expressing NPY-Y2, potentiator/agonist read-out | activation, % at 3.6 µM | P49146 | AID 1359; in the data active = activation above about 27%;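 note: cells stimulated with NPY near EC25 plus isoproterenol at EC100; 0% = vehicle plus submaximal agonist and 100% = vehicle plus saturating agonist; some results beyond the cut were filed as inactive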
eIF4E 4G PPI: inhibitors of eIF4E and eIF4G interaction in translation initiation; P63073+Q04637; TR-FRET eIF4E-eIF4GI(517-606) binding, 2 h; inhibition, % at 21.7 µM; 0.37% of 220,000 active; AID 782;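 active = inhibition above about 30%, limit read from the data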;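 note: 0% = full FRET control wells and 100% = background wells lacking eIF4GI fragment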
Starred values were filed as active, the others as inactive; · = not tested or not shown; [ ] = dose if it differs, or a comment.

mol | PERK inh | BaF3 parental | NPY-Y2 PAM-ag | Wee1 stabilizer | Ba/F3 V617F tox | S1P4 ag | eIF4E 4G PPI | MDM2 E3 inh | S1P4 antagonist
COCCCNc1c2c3c(cccc3[nH]c1=O)C(=O)c1ccccc1-2 | 0.0 | 12 | -8 | 8 | 4 | -0.7 | 1[fluorescence artefact?] | -7 | 1
COc1ccc(OC)c(C(=O)c2ccc(C(=O)Nc3ccccc3)cc2)c1 | 0.2 | 4 | -1 | 0 | 2 | 1.4 | 2 | -1 | 8
CCCCn1c(N)c(NCc2ccccc2OC)c(=O)[nH]c1=O | 0.1 | 1 | 3 | -1 | -4 | -0.6 | 3 | -6 | -1
Cc1ccccc1OCC(=O)NC1=NCCS1 | 0.8 | -1 | -11 | 0 | -5 | -2.0 | -4 | -28 | -2
Cc1ccc(OCc2nc(C#N)c(N3CCCC3)o2)cc1 | 0.5 | -2 | -2 | -1 | -5 | -0.6 | 3 | -26 | 2
O=C(Nc1cccc(-c2cn3ccsc3n2)c1)c1ccccc1 | -0.2 | 6 | -3 | -2 | 0 | 0.9 | 1 | -8 | -2
CCCOc1ccc(C(=O)NCCC(=O)NCCCC(=O)O)cc1 | 2.6 | 2 | 2 | 0 | 1 | 1.5 | 4 | -1 | 5
Cc1ccc(OCCOCCn2ccnc2)c(Br)c1 | -0.1 | 7 | 2 | -1 | -1 | 1.5 | 4 | -21 | -8
CC(NC(=O)c1ccnn1C)C1CCCO1 (centres undefined) | 1.9 | 2 | -4 | 0 | 0 | 1.2 | -7 | -2 | -9
CC(C)(C)c1ccc(C(=O)N2CCC(=O)N(C(COCc3ccccc3)Cc3ccccc3)CC2)cc1 (centres undefined) | -0.2 | 3 | -12 | 2 | -3 | 0.2 | -6[fluorescence artefact?] | · | -8
O=c1c2c3c(sc2ncn1/N=C/c1ccccc1)CCCC3 | -0.1 | 5 | -15 | 0 | 2 | -0.3 | 4 | -2 | 1
CC(C)(C)C1=Nn2c(nnc2-c2ccccc2F)SC1 | -0.2 | 6 | -4 | 0 | 1 | -2.3 | · | -1 | 10
CNC(=O)c1[nH]cnc1C(=O)Nc1cccc(OC)c1 | 1.1 | 3 | 1 | -1 | 0 | -1.4 | 2 | -7 | -19
O=S1(=O)N=C(N/N=C/c2ccco2)c2ccccc21 | 0.3 | 2 | -3 | -3 | 4 | -1.3 | 2 | 0 | 3
CCc1ccc(Nc2nnc(SCC(=O)NC(=O)c3cccn3C)s2)cc1 | 0.1 | 7 | 1 | 3 | -1 | 2.7 | 3 | -8 | -15
CN(C)C(=O)CN1C(=O)C2CC=C(Cl)CC2C1=O (centres undefined) | 1.1 | 6 | 4 | 1 | 6 | 0.3 | -5 | -14 | 2
Cc1cccn2c(CN(C)C3CCCc4ccccc43)c(C(=O)N3CCOCC3)nc12 (centres undefined) | 0.0 | 9 | -13 | -1 | 3 | 0.7 | -2 | -4 | -2
Cc1cc(C)n(-c2cc(C(=O)O)cc(C(=O)O)c2)n1 | 1.7 | 3 | -12 | 1 | -2 | -0.6 | 1 | -10 | -2
Cc1[nH]c2ccc(-c3n[nH]c(=S)n3Cc3ccccc3)cc2c1C | 0.4 | 6 | 17 | 1 | 2 | -0.1 | 4 | 8 | 5
COc1cc(C2NC(=O)NC(O)(C(F)(F)F)C2C(=O)c2cccs2)ccc1O (centres undefined) | 0.1 | 2 | -8 | 3 | 1 | 0.3 | 5[fluorescence artefact?] | -16 | 2
Cc1c(C#N)c(NC(=O)c2cccc(Cl)c2)n(Cc2ccccc2)c1C | 0.7 | 7 | -9 | 1 | 0 | -1.0 | 2 | 1 | -1
O=C1Nc2ccc(F)cc2C12Nc1ccccc1-c1nnc(SCc3ccccc3Cl)nc1O2 (centres undefined) | 1.9 | 9 | 3 | -3 | 1 | 0.6 | -9 | -4 | 5
Nc1nc(SCn2nnc3ccccc3c2=O)n[nH]1 | 0.4 | 9 | -9 | -3 | 4 | -2.1 | -1 | -12 | 6
COc1ccc(C(=O)CSc2nnc(CNC(=O)c3ccco3)n2C)cc1 | 0.4 | 3 | 0 | -3 | 0 | -1.0 | 0 | -14 | 9
Clc1nc(CN2CCCCC2)nc2sc3c(c12)CCC3 | 0.2 | 4 | 0 | 1 | -4 | -0.2 | -1 | -13 | -3
COc1ccc2[nH]c3c(N4CC(C)OC(C)C4)ncnc3c2c1 (centres undefined) | -3.1 | 2 | 3 | -1 | -3 | -2.2 | 1 | 35* | 1
COc1ccc(C(=S)Nc2ccccc2)cc1 | 0.6 | 13 | 6 | -2 | 5 | -4.4 | -7 | 4 | -21
O=S(=O)(Nc1nc2ccccc2nc1Cl)c1ccc2ccccc2c1 | 0.9 | 6 | -15 | -1 | 0 | 0.5 | 17 | -2 | -2
COc1ccccc1NC(=O)COC(=O)Cc1ccc(S(=O)(=O)N2CCCCC2)s1 | 1.4 | 5 | 11 | -1 | -1 | 1.7 | 1 | -9 | 5
CC(C(=O)c1ccccc1)[n+]1cccc(C(N)=O)c1 (centres undefined) | 2.5 | 0 | -14 | 1 | -4 | 0.2 | 4 | -11 | 1
CCc1c(C)nc(N)n2c(SCC(=O)N3CCCc4ccccc43)nnc12 | -0.6 | 8 | -6 | 0 | 6 | 0.8 | 0 | -16 | -5
CC(C)Cc1cc(C(=O)N2CCN(C(c3ccccc3)c3ccccc3)CC2)no1 | 0.8 | 6 | -21 | 2 | 3 | -0.8 | -1 | -9 | 2
Cn1c(=O)[nH]c(=O)c2c1nc(N1CCCCC1)n2C/C=N/NC(=O)c1cc(Br)ccc1O | 1.2 | 5 | -19 | -4 | -5 | 1.6 | -4 | 0 | -1
O=C(Nc1ccc(S(=O)(=O)N2CCC(C(=O)NC3CCCCC3)CC2)cc1)c1ccco1 | -0.8 | 4 | -10 | -1 | 5 | -0.5 | -1 | -6 | -12
CCCCCCC(=O)NC(Nc1ccc(S(N)(=O)=O)cc1)C(Cl)(Cl)Cl (centres undefined) | 0.9 | 5 | -15 | -2 | 0 | -0.3 | 3 | -8 | 11
O=C(Nc1cc(Cl)cc(Cl)c1)C1CCC(=O)N1Cc1ccccc1Cl (centres undefined) | -1.0 | 2 | 6 | -1 | -1 | -0.7 | 2 | -4 | -13
CC(=O)N1CCN(C(=O)CCc2c[nH]c3ccccc23)CC1 | 1.4 | 4 | 6 | 2 | 1 | 1.7 | -1 | -10 | -1
CCC(=O)NC(=S)Nc1cc(C(=O)O)ccc1OC | 0.6 | 9 | -20 | 4 | 4 | 0.2 | 1 | -9 | -5
Cc1cc(C)cc(Nc2nc3ccccc3c(=O)[nH]2)c1 | 0.5 | 6 | 6 | -3 | 4 | -0.9 | 0 | 19 | -5
COCCN(C(=O)CSc1nc2nc(C)cc(C)n2n1)c1c(N)n(Cc2ccccc2)c(=O)[nH]c1=O | 0.7 | 6 | -12 | 0 | 1 | -1.1 | 1 | 7 | 4

Some of these compounds in order of their number in eIF4E 4G PPI, low to high:
SMILES,eIF4E 4G PPI
COc1ccc(C(=S)Nc2ccccc2)cc1,-7
Cc1cc(C)cc(Nc2nc3ccccc3c(=O)[nH]2)c1,0
COc1ccc(OC)c(C(=O)c2ccc(C(=O)Nc3ccccc3)cc2)c1,2

Continued.
mol | PERK inh | BaF3 parental | NPY-Y2 PAM-ag | Wee1 stabilizer | Ba/F3 V617F tox | S1P4 ag | eIF4E 4G PPI | MDM2 E3 inh | S1P4 antagonist
CCOC(=O)N1CCN(C(=O)c2cccn3c(=O)c4cc(Br)ccc4nc23)CC1 | 1.0 | 0 | 9 | -3 | 1 | -1.1 | 4 | -10 | -6
COc1ccc(OCC(=O)Nc2ccc(S(=O)(=O)N3CCN(C)CC3)cc2)cc1 | 1.2 | 11 | -4 | 1 | -4 | 0.7 | -5 | -1 | 4
CCN1C(=O)/C(=C2/C=CC=CN2C)SC1=S | -0.1 | 8 | -16 | -2 | -2 | 3.8 | 6 | -11 | -21
COCCCn1c(SCC(=O)N(C)C)nnc1-c1ccccc1 | 1.4 | 1 | -5 | 0 | 0 | 0.5 | 3 | -9 | -19
CCN(CC)S(=O)(=O)c1ccc(NC(=O)C(C)N(c2ccc(OC)cc2)S(C)(=O)=O)cc1 (centres undefined) | -0.8 | 4 | 3 | -1 | 2 | -2.3 | -2 | 0 | -5
O=C(CCCn1c(SCC(=O)NCCc2ccccc2)nc2ccccc2c1=O)NCC1CCCO1 (centres undefined) | 0.5 | 3 | -3 | -3 | 2 | 1.3 | 3 | -3 | 7
CCOC(=O)c1sc(=S)n(CC)c1NC(=O)CC | -1.2 | 2 | -5 | -3 | 3 | 1.4 | 3 | -3 | -16

Grouped by structure, the compounds so far containing two or more sulfur atoms
mol | PERK inh | BaF3 parental | NPY-Y2 PAM-ag | Wee1 stabilizer | Ba/F3 V617F tox | S1P4 ag | eIF4E 4G PPI | MDM2 E3 inh | S1P4 antagonist
CCc1ccc(Nc2nnc(SCC(=O)NC(=O)c3cccn3C)s2)cc1 | 0.1 | 7 | 1 | 3 | -1 | 2.7 | 3 | -8 | -15
COc1ccccc1NC(=O)COC(=O)Cc1ccc(S(=O)(=O)N2CCCCC2)s1 | 1.4 | 5 | 11 | -1 | -1 | 1.7 | 1 | -9 | 5
CCN1C(=O)/C(=C2/C=CC=CN2C)SC1=S | -0.1 | 8 | -16 | -2 | -2 | 3.8 | 6 | -11 | -21
CCN(CC)S(=O)(=O)c1ccc(NC(=O)C(C)N(c2ccc(OC)cc2)S(C)(=O)=O)cc1 (centres undefined) | -0.8 | 4 | 3 | -1 | 2 | -2.3 | -2 | 0 | -5
CCOC(=O)c1sc(=S)n(CC)c1NC(=O)CC | -1.2 | 2 | -5 | -3 | 3 | 1.4 | 3 | -3 | -16
